IEC-6 cytotox = cytotoxicity in IEC-6 intestinal epithelial cells, primary screen, cytotoxicity control for KLF5 inhibitor project, cell-based, luminescence; IEC-6 cytotoxicity, luminescence viability; inhibition, % at 5 µM; 0.78% of 290,000 active; AID 1825, 2009; in the data active means inhibition above about 22%;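 further: 0% = plate median of test compound wells and 100% = cytotoxic reference compound wells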
HIF act = HIF pathway transcriptional activators, primary screen, cell-based, U2OS HRE-luciferase, luminescence; U2OS HRE-luciferase reporter; normalized: DMSO 0%, desferrioxamine 100%; activation, % at 7.5 µM (by protocol); 0.32% of 300,000 active; AID 1910, 2009;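 active means mean activation of at least 10% of the iron chelator positive control signal, with at least half of replicates also reaching 10%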
TRPC6 activator = mouse TRPC6 channel activators, primary screen, cell-based, HEK293, membrane potential dye | HEK293-TRPC6 membrane potential dye fluorescence; active compounds read high | B-score at 10 µM | 0.13% of 310,000 active | AID 2550, 2010;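 active means B-score of the integrated fluorescence ratio above library mean plus 3 SD, and starting fluorescence ratio within library mean plus 5 SD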;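 further: higher score means more depolarization so channel activation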
TRPC4 inh = inhibitors of mouse TRPC4 channel, primary screen, Fluo4 calcium, HEK293 TRPC4beta/mu-opioid cells. Short transient receptor potential channel 4 (Mus musculus), Q9QUQ5. DAMGO-evoked Fluo4 calcium flux; active compounds read low. B-score at 10 µM. AID 2247, 2010. 0.39% of 300,000 active;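 active means B-score over 3 SD under the library average, no early fluorescence shift, positive overall ratio signal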
Target sequence (Q9QUQ5 whole entry, looked up): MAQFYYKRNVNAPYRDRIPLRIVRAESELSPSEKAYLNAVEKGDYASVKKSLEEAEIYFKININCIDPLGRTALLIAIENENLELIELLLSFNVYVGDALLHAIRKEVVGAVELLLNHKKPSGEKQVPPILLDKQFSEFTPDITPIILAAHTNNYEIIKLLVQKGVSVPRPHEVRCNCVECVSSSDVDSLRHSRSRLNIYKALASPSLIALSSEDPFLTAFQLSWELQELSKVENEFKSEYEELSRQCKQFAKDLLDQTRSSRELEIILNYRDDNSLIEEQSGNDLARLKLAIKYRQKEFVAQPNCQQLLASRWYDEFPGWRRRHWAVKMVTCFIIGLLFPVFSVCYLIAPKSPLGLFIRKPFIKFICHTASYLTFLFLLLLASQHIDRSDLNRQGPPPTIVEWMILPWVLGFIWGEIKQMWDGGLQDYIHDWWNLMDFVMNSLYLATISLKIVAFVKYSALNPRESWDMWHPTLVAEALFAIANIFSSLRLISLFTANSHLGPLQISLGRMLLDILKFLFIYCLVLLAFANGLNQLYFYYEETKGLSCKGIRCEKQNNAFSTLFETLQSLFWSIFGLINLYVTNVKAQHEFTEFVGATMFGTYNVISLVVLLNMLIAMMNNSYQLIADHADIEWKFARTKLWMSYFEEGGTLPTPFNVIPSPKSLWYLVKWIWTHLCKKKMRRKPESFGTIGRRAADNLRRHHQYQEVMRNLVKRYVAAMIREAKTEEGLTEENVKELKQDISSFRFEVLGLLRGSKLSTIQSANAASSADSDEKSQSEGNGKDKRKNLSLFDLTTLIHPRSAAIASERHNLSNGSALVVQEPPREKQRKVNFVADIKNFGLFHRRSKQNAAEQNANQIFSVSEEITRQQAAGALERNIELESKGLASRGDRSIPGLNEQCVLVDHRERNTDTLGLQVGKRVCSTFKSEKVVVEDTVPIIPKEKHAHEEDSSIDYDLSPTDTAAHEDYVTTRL
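Assay system: Stable TRPC4beta/mu-opioid receptor HEK293 cells | Reagent: DAMGO in two steps, submaximal then maximal | Compound dosing: Single concentration per test compound | Signal: Fluo4 Ca2+ flux fluorescence | Evaluation: Per-well B score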
KLF5 inh = KLF5 expression inhibitors, primary screen, DLD-1 cells, luminescence; DLD-1 KLF5 promoter-luciferase reporter; inhibition, % at 5 µM; 0.23% of 290,000 active;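 active means inhibition above a per-plate limit of that plate's mean compound inhibition plus 3 SD, cut at about 60% in these data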;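 further: 0% = DMSO wells and 100% = LY294002 at 200 µM; higher means less KLF5 promoter-driven luciferase light; inactives centre near -14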
TRPC4 agonist = activators of mouse TRPC4 channel, primary screen, Fluo4 calcium, HEK293 TRPC4beta/mu-opioid cells. Short transient receptor potential channel 4 (Mus musculus), Q9QUQ5. Fluo4 calcium fluorescence; active compounds read high. B-score at 10 µM. 0.49% of 310,000 active. AID 2237, 2010;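 active means B-score above 5 SD of library B-scores, and initial fluorescence ratio not above library mean plus 5 SD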;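 further: positive B-score marks a calcium rise read as TRPC4 activation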
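system = HEK293 cells stably co-expressing mouse TRPC4beta and mu-opioid receptor | schedule = Fluo4 dye loading 45 min at room temperature, 110 s recording | measure = B-scored integrated calcium fluorescence ratio | signal = Fluo4 calcium-sensitive dye fluorescence, kinetic, 1 Hz baseline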
MrgX1 antag = antagonists of human MrgX1 receptor, primary screen, HEK293 cells, Fluo-4 calcium flux; BAM8-22 antagonism; active compounds read low; B-score at 10 µM; 1.3% of 310,000 active; AID 588676, 2011;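 active means calcium-response B-score plate-corrected more than 3 library SD below zero, starting fluorescence within 5 deviations, no agonist response on first addition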;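 further: peak minus trough fluorescence over baseline after final BAM8-22 challenge near maximal dose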
TRPC6 inhibitor = mouse TRPC6 channel inhibitors, primary screen, cell-based, HEK293, membrane potential dye; AID 2553, 2010; ACh-evoked depolarization; active compounds read low; Short transient receptor potential channel 6 (Mus musculus), Q61143; 1.1% of 310,000 active; B-score at 10 µM;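 active means B-score under library mean minus 3 SD, initial fluorescence not abnormally high, positive integrated signal ratio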;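 further: B-score derived from integrated fluorescence ratio over the kinetic read; more negative B-score means stronger inhibition of depolarization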
SKKanGAS inh = S. pyogenes SKKanGAS growth inhibitors in kanamycin, primary screen, streptokinase expression inhibitor project, SKKanGAS strain, BacTiter-Glo luminescence | 1.3% of 300,000 active | inhibition, % at 7.5 µM | 6 h;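 active means mean replicate score, as percent of positive control median, at least 50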;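 further: strain carries kanamycin resistance gene driven by streptokinase promoter and grows in 40 µg/ml kanamycin; loss of luminescence reflects streptokinase promoter inhibition or plain growth inhibition; 0% = median of DMSO wells and 100% = positive control at its reference dose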
aSyn UTR inh = MLPCN primary screen, SNCA 5' untranslated region; alpha-synuclein 5'UTR reporter, inhibitor activity; inhibition, % (tested at 7.5 µM); 0.82% of 300,000 active; in the data active means inhibition above about 60%;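 further: H4 neuroglioblastoma cells stably carrying SNCA 5'UTR luciferase fusion; 0% = DMSO wells and 100% = positive control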
TRPC4 potent = positive allosteric modulators of TRPC4, primary screen, cell-based, mouse TRPC4beta, HEK293 mu-opioid, Fluo-4 calcium; Short transient receptor potential channel 4 (Mus musculus), Q9QUQ5; DAMGO EC20, Fluo-4 Ca2+ flux; active compounds read high; B-score at 10 µM; 0.42% of 310,000 active; AID 2227, 2009;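 active means B-score of calcium response area above 5 SD of library B-scores, with initial fluorescence ratio within 5 SD of library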;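 further: B-score of integrated fluorescence ratio over time as area under calcium response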
* hit, by the source's call.

What do the screens show for `O=C(CSc1nnc(CNC(=O)c2cccs2)o1)Nc1ccc(Br)cc1`?
IEC-6 cytotox: -1.1; HIF act: 0.7; TRPC6 activator: inactive; TRPC4 inh: inactive; KLF5 inh: -26.2; TRPC4 agonist: inactive; MrgX1 antag: inactive; TRPC6 inhibitor: inactive; SKKanGAS inh: 3.5; aSyn UTR inh: 5.3; TRPC4 potent: inactive

What do the screens show for `COc1ccccc1C(=O)NNC(=O)c1ccc(F)cc1`?
IEC-6 cytotox: 4.7; HIF act: 0.9; TRPC6 activator: inactive; TRPC4 inh: inactive; KLF5 inh: 11.5; TRPC4 agonist: inactive; MrgX1 antag: inactive; TRPC6 inhibitor: inactive; SKKanGAS inh: 1.8; aSyn UTR inh: -92.4; TRPC4 potent: inactive

How did C=CCn1c(SCC(=O)Nc2sc3c(c2C#N)CCC3)nnc1C1COc2ccccc2O1 (stereo not drawn) do in these assays?
IEC-6 cytotox: -1.9; HIF act: 0.1; TRPC6 activator: inactive; TRPC4 inh: inactive; KLF5 inh: -8.8; TRPC4 agonist: inactive; MrgX1 antag: inactive; TRPC6 inhibitor: inactive; SKKanGAS inh: 29.0; aSyn UTR inh: 25.2; TRPC4 potent: inactive

Results for NC(=O)CSc1oc(-c2ccco2)nc1S(=O)(=O)c1ccc(Br)cc1 ?
IEC-6 cytotox: 1.6; HIF act: -0.4; TRPC6 activator: inactive; TRPC4 inh: inactive; KLF5 inh: -15.2; TRPC4 agonist: inactive; MrgX1 antag: inactive; TRPC6 inhibitor: inactive; SKKanGAS inh: -1.9; aSyn UTR inh: 12.8; TRPC4 potent: inactive

How did CC(C)(C)NC(=O)CCN1CCOCC1 do in these assays?
IEC-6 cytotox: -1.1; HIF act: 0.1; TRPC6 activator: inactive; TRPC4 inh: inactive; KLF5 inh: -20.4; TRPC4 agonist: inactive; MrgX1 antag: inactive; TRPC6 inhibitor: inactive; SKKanGAS inh: 1.9; aSyn UTR inh: -10.0; TRPC4 potent: inactive

Results for CCc1cc(C(=O)Nc2ncccc2O)sc1C ?
IEC-6 cytotox: -5.1; HIF act: -0.3; TRPC6 activator: inactive; TRPC4 inh: inactive; KLF5 inh: -0.1; TRPC4 agonist: inactive; MrgX1 antag: inactive; TRPC6 inhibitor: inactive; SKKanGAS inh: 6.6; aSyn UTR inh: -27.2; TRPC4 potent: inactive

What do the screens show for `COC(=O)CSc1nc2ccccc2c(=O)n1C`?
IEC-6 cytotox: -1.4; HIF act: 0.7; TRPC6 activator: inactive; TRPC4 inh: inactive; KLF5 inh: -13.5; TRPC4 agonist: inactive; MrgX1 antag: inactive; TRPC6 inhibitor: inactive; SKKanGAS inh: 2.4; aSyn UTR inh: -14.2; TRPC4 potent: inactive

What do the screens show for `CC(=C\c1ccccc1)/C=C1/SC(=S)N(C(C(=O)O)C(C)C)C1=O` (stereo not drawn)?
IEC-6 cytotox: 1.7; HIF act: -0.1; TRPC6 activator: inactive; TRPC4 inh: inactive; KLF5 inh: -24.7; TRPC4 agonist: inactive; TRPC6 inhibitor: inactive; SKKanGAS inh: -6.5; aSyn UTR inh: 5.6; TRPC4 potent: inactive

Results for COc1ccc(S(=O)(=O)N2CCOC2CNC(=O)C(=O)NCc2ccc(F)cc2)cc1OC (stereo not drawn) ?
IEC-6 cytotox: -4.0; HIF act: 0.0; TRPC6 activator: inactive; TRPC4 inh: inactive; KLF5 inh: -0.3; TRPC4 agonist: inactive; MrgX1 antag: inactive; TRPC6 inhibitor: inactive; SKKanGAS inh: 0.4; aSyn UTR inh: 30.4; TRPC4 potent: inactive

Results for COc1ccc(/C=C/C(=O)N(C)c2ccccc2C(=O)O)cc1 ?
IEC-6 cytotox: 4.0; HIF act: 0.0; TRPC6 activator: inactive; TRPC4 inh: inactive; KLF5 inh: -1.5; TRPC4 agonist: inactive; MrgX1 antag: inactive; TRPC6 inhibitor: inactive; SKKanGAS inh: 1.7; aSyn UTR inh: -8.1; TRPC4 potent: inactive

How did Cc1ccccc1C(=O)OC(C)CN1CCN(C)CC1 (stereo not drawn) do in these assays?
IEC-6 cytotox: -2.1; HIF act: 0.2; TRPC6 activator: inactive; TRPC4 inh: inactive; KLF5 inh: -22.6; TRPC4 agonist: inactive; MrgX1 antag: inactive; TRPC6 inhibitor: inactive; SKKanGAS inh: -3.9; aSyn UTR inh: -7.2; TRPC4 potent: inactive

What do the screens show for `O=C(Nc1cc(C(F)(F)F)ccc1N1CCOCC1)c1cn2ccccc2n1`?
IEC-6 cytotox: 3.7; HIF act: 0.6; TRPC6 activator: inactive; TRPC4 inh: inactive; KLF5 inh: -16.3; TRPC4 agonist: inactive; MrgX1 antag: inactive; TRPC6 inhibitor: inactive; SKKanGAS inh: -11.2; aSyn UTR inh: -31.5; TRPC4 potent: inactive

Results for COc1ccc(C(=O)NCc2nnc(SCC(=O)N3CCCCC3)o2)cc1OC ?
IEC-6 cytotox: 0.3; HIF act: -0.7; TRPC6 activator: inactive; TRPC4 inh: inactive; KLF5 inh: -10.8; TRPC4 agonist: inactive; MrgX1 antag: inactive; TRPC6 inhibitor: inactive; SKKanGAS inh: -0.3; aSyn UTR inh: 7.0; TRPC4 potent: inactive

How did COc1ccc(N2CCN(c3ncnc4scc(-c5ccccc5)c34)CC2)cc1 do in these assays?
IEC-6 cytotox: -1.8; HIF act: -0.1; TRPC6 activator: inactive; TRPC4 inh: inactive; KLF5 inh: 8.1; TRPC4 agonist: inactive; MrgX1 antag: inactive; TRPC6 inhibitor: inactive; SKKanGAS inh: -7.4; aSyn UTR inh: 27.7; TRPC4 potent: inactive

What do the screens show for `O=C(c1ccccc1)N1CCCCC(Sc2nnc3ccccn23)C1=O` (stereo not drawn)?
IEC-6 cytotox: -0.6; HIF act: -0.2; TRPC6 activator: inactive; TRPC4 inh: inactive; KLF5 inh: -8.1; TRPC4 agonist: inactive; MrgX1 antag: inactive; TRPC6 inhibitor: inactive; SKKanGAS inh: -3.6; aSyn UTR inh: 3.3; TRPC4 potent: inactive

What do the screens show for `O=C(CN1CCOCC1)Nc1ccccc1Sc1ccc(Cl)cc1`?
IEC-6 cytotox: -9.6; HIF act: -0.2; TRPC6 activator: inactive; TRPC4 inh: inactive; KLF5 inh: -2.3; TRPC4 agonist: inactive; MrgX1 antag: inactive; TRPC6 inhibitor: inactive; SKKanGAS inh: -5.2; aSyn UTR inh: 18.7; TRPC4 potent: inactive

Results for CC(C)(C)NC(=O)C1Cc2ccccc2CN1S(=O)(=O)c1ccc(F)cc1 (stereo not drawn) ?
IEC-6 cytotox: -5.0; HIF act: -0.5; TRPC6 activator: inactive; TRPC4 inh: inactive; KLF5 inh: -18.2; TRPC4 agonist: inactive; MrgX1 antag: inactive; TRPC6 inhibitor: inactive; SKKanGAS inh: -1.3; aSyn UTR inh: 15.0; TRPC4 potent: inactive

What do the screens show for `Cc1nn(-c2cc(N3CCCC3)ccc2[N+](=O)[O-])c(=O)c2ccccc12`?
IEC-6 cytotox: -5.1; HIF act: -1.1; TRPC6 activator: inactive; TRPC4 inh: inactive; KLF5 inh: -44.9; TRPC4 agonist: inactive; MrgX1 antag: inactive; TRPC6 inhibitor: inactive; SKKanGAS inh: 15.9; aSyn UTR inh: 12.8; TRPC4 potent: inactive

What do the screens show for `O=C1NCCCN1Cc1ccc(F)cc1Cl`?
IEC-6 cytotox: -3.6; HIF act: -0.2; TRPC6 activator: inactive; TRPC4 inh: inactive; KLF5 inh: -6.1; TRPC4 agonist: inactive; TRPC6 inhibitor: inactive; SKKanGAS inh: 8.1; aSyn UTR inh: 20.2; TRPC4 potent: inactive

Results for O=[n+]1c2c(n([O-])c3cc(Br)ccc31)CCCC2 ?
IEC-6 cytotox: 7.6; HIF act: 0.0; TRPC6 activator: inactive; TRPC4 inh: inactive; KLF5 inh: 2.7; TRPC4 agonist: inactive; MrgX1 antag: inactive; TRPC6 inhibitor: inactive; SKKanGAS inh: 1.1; aSyn UTR inh: -17.8; TRPC4 potent: inactive

How did Cc1sc2nc(SCC(=O)c3cccs3)n(Cc3ccco3)c(=O)c2c1C do in these assays?
IEC-6 cytotox: 11.8; HIF act: 1.0; TRPC6 activator: inactive; TRPC4 inh: inactive; KLF5 inh: 1.8; TRPC4 agonist: inactive; MrgX1 antag: inactive; TRPC6 inhibitor: inactive; SKKanGAS inh: 1.2; aSyn UTR inh: 33.9; TRPC4 potent: inactive

What do the screens show for `CC1(C)Cc2c(sc3nnn(CC(=O)Nc4ccccc4)c(=O)c23)CO1`?
IEC-6 cytotox: -8.1; HIF act: -0.3; TRPC6 activator: inactive; TRPC4 inh: inactive; KLF5 inh: 2.9; TRPC4 agonist: inactive; MrgX1 antag: inactive; TRPC6 inhibitor: inactive; SKKanGAS inh: -2.0; aSyn UTR inh: 14.4; TRPC4 potent: inactive

What do the screens show for `Cc1c(C)c2ccc(OC(C)C(=O)NCCc3c[nH]c4ccccc34)cc2oc1=O` (stereo not drawn)?
IEC-6 cytotox: -1.4; HIF act: -0.1; TRPC6 activator: inactive; TRPC4 inh: inactive; KLF5 inh: -16.5; TRPC4 agonist: inactive; MrgX1 antag: inactive; TRPC6 inhibitor: inactive; SKKanGAS inh: 0.8; aSyn UTR inh: 5.9; TRPC4 potent: inactive

How did Cc1cc(S(=O)(=O)N2CCOCC2)ccc1OCC(=O)NCCN1CCOCC1 do in these assays?
IEC-6 cytotox: -1.8; HIF act: 1.4; TRPC6 activator: inactive; TRPC4 inh: inactive; KLF5 inh: 14.3; TRPC4 agonist: inactive; MrgX1 antag: inactive; TRPC6 inhibitor: inactive; SKKanGAS inh: -10.5; aSyn UTR inh: -3.9; TRPC4 potent: inactive

Bioassay records from PubChem BioAssay.
